# Screening results as filed in PubChem BioAssay.
# IDE inh: cellular human IDE inhibition | P14735 | HEK cells, FAbetaB cleavage, fluorescence polarization | inhibition, % at 5.59 µM | 320,000 tested, 0.41% active | AID 434962;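 active = percent inhibition above the average of all tested compounds plus 3 SD, set per screening campaign, cut at about 16% in these data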;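 also: IDE supplied by intact live HEK cells; FP after avidin binding of uncleaved biotin substrate so inhibition keeps polarization high; 0% = DMSO wells and 100% = 60 µM reference IDE inhibitor Ii1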
# IDE act: IDE (human) activation, cell-based; activation, % at 5.96 µM; P14735; 340,000 tested, 0.073% active; AID 493087; HEK cells, FAbeta-B cleavage, fluorescence polarization; 0% vehicle, 100% cell-free pure enzyme wells;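 active = activation above the mean of all tested compounds plus 3 SD, set per screening campaign, cut at about 17% in these data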
# * marks the source's active call; other numbers are inactive results. A portion of the library; the hit share may differ from the screen's.
SMILES,IDE inh,IDE act
O=C(COC(=O)c1cc([N+](=O)[O-])ccc1N1CCOCC1)c1ccc(F)cc1,2,2
CC1CCCN(C(=O)COC(=O)Cn2cnc3ccccc32)C1 (stereo not given),1,-2
O=C(CN1C(=O)NC2(CCOc3ccccc32)C1=O)NCc1ccccc1 (stereo not given),0,9
Cc1ccc(NC(=O)COC(=O)Cn2c(C)csc2=O)c([N+](=O)[O-])c1,5,-3
O=C(NCC(c1ccco1)N1CCCC1)c1sc2cc(F)ccc2c1Cl (stereo not given),2,-4
O=C(NCCC1CCCCN1S(=O)(=O)c1ccccc1)C(=O)Nc1ccccc1F (stereo not given),9,7
CC1CCC(NC(=O)COC(=O)C2=NN(c3ccccc3)C(=O)CC2)CC1 (stereo not given),-4,2
CCCc1cc(=O)[nH]c(SCC(=O)Nc2ccc(S(=O)(=O)N3CCCC3)cc2)n1,6,-7
Cc1c(CCOC(=O)c2ccc(Cl)cc2Cl)sc[n+]1CC(=O)c1ccc(Br)cc1,6,-2
CC(C)CCN1C(=O)c2ccc(C(=O)NCc3ccccn3)cc2C1=O,2,2
NC(=O)C1CCN(C(=O)c2ccc(NS(=O)(=O)c3ccc(F)cc3)cc2)CC1,-1,-1
CC1Cc2ccccc2N1C(=O)COC(=O)c1cccc(Br)c1 (stereo not given),-2,-1
COc1ccc(NC(=O)CON=CC(=O)Nc2ccc(C)cc2)c(OC)c1,3,3
CCN(C(=O)COC(=O)Cc1c(F)cccc1Cl)c1c(N)n(Cc2ccccc2)c(=O)[nH]c1=O,-5,2
CC(C)NC(=O)Nc1ccc2c(c1)C(=O)N([C@H](C)CO)C[C@H](C)[C@@H](CN(C)S(=O)(=O)c1cn(C)cn1)O2,1,-3
O=c1cc(-c2ccccc2)c2ccc(O)cc2o1,-4,9
C/C(=N/NC(=O)c1ccc(C(C)(C)C)cc1)c1ccccn1,12,1
CCCC(C)C(=O)Nc1cc(S(=O)(=O)N2CCCCC2)ccc1N1CCOCC1 (stereo not given),0,1
O=C(NCC(c1cccs1)N1CCOCC1)c1ccc(Cl)cc1 (stereo not given),-2,2
Cc1ccc(S(=O)(=O)N2CCN(C(=O)CSC(=S)N3CCCC3)CC2)c(C)c1,5,4
O=C(Cn1ncc(Cl)c(Cl)c1=O)Nc1ccc2c(c1)OCO2,6,1
CSCCC(NC(=O)c1ccco1)C(=O)NCCc1ccc(Cl)cc1 (stereo not given),6,6
Cc1ccc(S(=O)(=O)CCC(=O)OCC(=O)NC(=O)c2ccccc2)cc1,-3,0
Cc1nnc(SCC(=O)N(C2CCCCC2)C2CCS(=O)(=O)C2)n1C (stereo not given),-4,0

# Looked up by compound from the list above (two):
SMILES,IDE inh,IDE act
CCCC(C)C(=O)Nc1cc(S(=O)(=O)N2CCCCC2)ccc1N1CCOCC1 (stereo not given),0,1
CCN(C(=O)COC(=O)Cc1c(F)cccc1Cl)c1c(N)n(Cc2ccccc2)c(=O)[nH]c1=O,-5,2

# (cont.)
SMILES,IDE inh,IDE act
O=C(O)c1cc(S(=O)(=O)N2CCCCC2)ccc1N1CCCC1,-1,0
Cn1c(C=O)c(-c2ccc3c(c2)OCCO3)c2ccccc21,3,1
Nc1cc(Cl)ccc1C(=O)OCC(=O)NC1CCCCCCC1,-1,3
CN(C(=O)COC(=O)c1ccc(C(C)(C)C)cc1)C1CCS(=O)(=O)C1 (stereo not given),3,4
N#Cc1ccc(OCCN2CCc3ccccc3C2)cc1,-5,2
COc1ccc(NC(=O)c2ccc(OC)c(S(=O)(=O)N3CCCCC3C)c2)cn1 (stereo not given),3,3
COc1ccccc1CN(C)C(=O)CN1CCN(C(=O)c2cccs2)CC1,-2,3
CCOC(=O)c1cc(-c2ccccc2C)nn1CC1CC(c2cccnc2)=NO1 (stereo not given),-2,3
CC1Cc2ccccc2N1C(=O)CSc1ncccn1 (stereo not given),11,3
COc1cc(CCCN2CCNC[C@H]2Cc2cccc3ccccc23)cc(OC)c1OC,0,3
Cc1[nH]c2ccccc2c1C(=O)CN1C(=O)C(=O)N(CCC2=CCCCC2)C1=O,1,3
CN(Cc1cccs1)C(=O)CN1C(=O)c2ccccc2S1(=O)=O,-2,1
CC1CCCC(C)N1C(=O)COC(=O)CNC(=O)c1ccccc1 (stereo not given),-2,-2
CN(Cc1ccccc1)C(=O)c1[nH]cnc1C(=O)NCc1ccc(CNC(=O)OC(C)(C)C)cc1,2,-4
COc1cccc(CC(=O)Nc2ccc(S(=O)(=O)N3CCOCC3)cc2)c1,1,-2
Cc1nc(Cc2nnc(SCC(=O)N3CC(=O)Nc4ccccc43)o2)cs1,2,-3
COc1ccc(-c2nc(NC(=O)C3CC(=O)N(Cc4ccco4)C3)sc2C)cc1 (stereo not given),0,4
O=C1C(=O)N(CCCn2ccnc2)C(c2ccc([N+](=O)[O-])cc2)/C1=C(\O)c1ccc2c(c1)OCCO2 (stereo not given),-1,6
CN1C(=O)C(=O)N(c2cccc(C(F)(F)F)c2)C1=O,-4,2
C[C@H](CO)N1C[C@H](C)[C@@H](CN(C)CC2CCCCC2)Oc2c(NS(=O)(=O)c3ccc(F)cc3)cccc2C1=O,4,0
COc1ccc(NC(=O)COC(=O)c2cccc(S(=O)(=O)N3CCCCC3)c2)c(OC)c1,-3,2
O=C(CN1CCN(S(=O)(=O)c2ccccc2)CC1)Nc1ccc(Cl)c([N+](=O)[O-])c1,3,-1
C#CCOCCOCCOCCNc1nc(N2CCN(C(=O)Cn3cc(CCCCN)nn3)CC2)nc(N2CCN(C(=O)Cn3cc(CCCN=C(N)N)nn3)CC2)n1,-3,6
O=S(=O)(Nc1cccc2ncccc12)c1cccc(C(F)(F)F)c1,-9,4
O=C(c1ccc(NS(=O)(=O)c2ccc(F)cc2)cc1)N1CCOCC1,-3,1
O=C(NCC(=O)N1CCN(Cc2ccccc2)CC1)c1cccs1,-4,2
O=C(O)c1ccccc1NS(=O)(=O)c1ccc(NN=Cc2cccc(Cl)c2)c([N+](=O)[O-])c1,0,11
C=CCNc1nc(C(=O)OCC(=O)c2ccc(OC)cc2OC)cs1,-1,2
O=C1OC(CCl)CN1Cc1ccc([N+](=O)[O-])cc1 (stereo not given),4,0
COc1ccc(-c2cccc(NC(=O)c3ccco3)c2)nn1,1,2
Cc1cc(OCCCC(=O)NCCc2nnc3ccccn23)ccc1Cl,-2,-2
COc1ccc(S(=O)(=O)N2CCN(C(=O)c3c(C)nn(-c4ccccc4)c3C)CC2)cc1,0,5
CN(C(=O)CN1C(=O)NC(C)(c2cccc(Br)c2)C1=O)C1CCCCC1 (stereo not given),-6,1
NC(=O)C1CCN(c2oc(-c3ccc(F)cc3)nc2S(=O)(=O)c2ccccc2)CC1,-2,2
O=C(O)C1CCCC[C@H]1C(=O)Nc1ncc([N+](=O)[O-])s1 (stereo not given in full),0,4
Cc1noc(C)c1COC(=O)c1cc(S(=O)(=O)N2CCOCC2)ccc1Cl,-4,5

# In another format: 4 of the compounds above.
# Each structure is followed by: IDE inh, IDE act
> COc1ccc(-c2cccc(NC(=O)c3ccco3)c2)nn1
  1, 2
> Cc1cc(OCCCC(=O)NCCc2nnc3ccccn23)ccc1Cl
  -2, -2
> COc1ccc(S(=O)(=O)N2CCN(C(=O)c3c(C)nn(-c4ccccc4)c3C)CC2)cc1
  0, 5
> CN(C(=O)CN1C(=O)NC(C)(c2cccc(Br)c2)C1=O)C1CCCCC1 (stereo not given)
  -6, 1

# Of the compounds above, these contain an NH in an aromatic ring:
SMILES,IDE inh,IDE act
CCCc1cc(=O)[nH]c(SCC(=O)Nc2ccc(S(=O)(=O)N3CCCC3)cc2)n1,6,-7
CCN(C(=O)COC(=O)Cc1c(F)cccc1Cl)c1c(N)n(Cc2ccccc2)c(=O)[nH]c1=O,-5,2
Cc1[nH]c2ccccc2c1C(=O)CN1C(=O)C(=O)N(CCC2=CCCCC2)C1=O,1,3
CN(Cc1ccccc1)C(=O)c1[nH]cnc1C(=O)NCc1ccc(CNC(=O)OC(C)(C)C)cc1,2,-4

# Additional structures
SMILES,IDE inh,IDE act
O=C(c1nc[nH]c1C(=O)N1CCc2ccccc2C1)N1CCc2ccccc2C1,1,-3
Cc1ccc(S(=O)(=O)N2CCC(C(=O)NCCC3=CCCCC3)CC2)c(C)c1,1,4
CN(CC(=O)Nc1ccc(Cl)c(Cl)c1)C(=O)c1cccc2cccnc12,2,0
COc1ccccc1CCC(=O)OCC(=O)Nc1ccc2[nH]c(=O)[nH]c2c1,0,5
CCCN(CC(=O)Nc1ccccc1C)C(=O)c1oc2ccc(OCC)cc2c1C,-5,2
Cc1ccc(S(=O)(=O)N2CCCC2)cc1C(=O)NCCOc1ccccc1,3,5
COc1ccc(C2=CCC3CCCCN3C2)cc1OC (stereo not given),2,-4
CCOc1ncccc1C(=O)Nc1ccc(S(=O)(=O)Nc2nc(C)cc(C)n2)cc1,1,1
Cc1ccc(C)c(-c2nnc(NC(=O)COc3ccccc3)o2)c1,-4,0
CCc1nnc(NC(=O)COC(=O)c2cc(OC)cc(OC)c2)s1,1,1
Cc1ccc(S(=O)(=O)N2CCCCC2CCNC(=O)C(=O)NCCc2ccco2)cc1 (stereo not given),0,1
CCC(C(=O)OCC(=O)NC(=O)c1ccccc1OC)c1ccccc1 (stereo not given),0,-2
COc1cccc(N2CCN(C(=O)c3ccccc3SCC(=O)NCc3ccco3)CC2)c1,-6,3
Cc1ccccc1C(=O)OCC(=O)N(C)c1c(N)n(Cc2ccccc2)c(=O)[nH]c1=O,-6,4
Cn1cccc1C(=O)OCC(=O)N1CCN(c2ccccc2)CC1,7,-5
CCOc1ccc(NC(=O)CC(NC(C)=O)c2ccccc2)cc1S(=O)(=O)N1CCCC1 (stereo not given),1,1
CC1(C)CC(=O)C=C(c2ccc(-c3ccccc3)cc2)C1,1,-1
O=C(COC(=O)C1CCN(S(=O)(=O)c2c(Cl)cccc2Cl)CC1)NCc1ccco1,-1,0
CCCCC(=O)OCc1c(-c2ccccc2)ncc2ccccc12,2,-7
Cc1cc(C)nc(-n2nc(C)cc2NC(=O)c2cc3ccccc3oc2=O)n1,2,-3
CCCNC(=O)C(Cc1ccccc1)NC(=O)c1ccc(-c2ccccc2)cc1 (stereo not given),9,0
CSCCC1NC(=O)N(CC(=O)Nc2ccc(Cl)c(S(=O)(=O)N3CCOCC3)c2)C1=O (stereo not given),3,5
Cc1csc(=O)n1CC(=O)OCC(=O)Nc1ccc(Cl)cc1F,1,1
C[C@@H]1CN([C@@H](C)CO)C(=O)c2cc(NC(=O)Nc3ccc4c(c3)OCO4)ccc2O[C@H]1CN(C)S(=O)(=O)c1cn(C)cn1,-1,-1

# Taken from above:
# Cc1ccc(S(=O)(=O)N2CCN(C(=O)CSC(=S)N3CCCC3)CC2)c(C)c1 in IDE inh has 5
# Cc1ccc(NC(=O)COC(=O)Cn2c(C)csc2=O)c([N+](=O)[O-])c1 in IDE inh has 5
# Cc1cc(OCCCC(=O)NCCc2nnc3ccccn23)ccc1Cl in IDE act has -2

# (continued)
SMILES,IDE inh,IDE act
COc1ccc(C(=O)Nc2ncccc2C)cc1S(=O)(=O)N1CCCc2ccccc21,11,8
Cc1nc2c(C)cccn2c(=O)c1NC(=O)c1cccc2ccccc12,-9,4
C[C@H](CO)N1C[C@H](C)[C@@H](CN(C)Cc2ccc(-c3ccccc3)cc2)Oc2c(NC(=O)Nc3ccc4c(c3)OCO4)cccc2C1=O,-1,1
CC12CCC(=O)N1C(C(=O)Nc1ccc(SC(F)F)cc1)CS2 (stereo not given),-1,2
C[C@H]1COC(=O)[C@H](CC(=O)OC(C)(C)C)C/C=C\C[C@H](CC(=O)N(CCO)Cc2ccccc2)C(=O)N1,-1,6
Cc1ccccc1OCC(=O)NCCS(=O)(=O)N1CCN(c2ccc(F)cc2)CC1,4,0
Cc1ccc(NS(=O)(=O)c2ccc(C(=O)NNC(=O)c3ccccc3O)cc2)cc1,-4,8
COc1ccccc1CNC(=O)c1ccc(NC(=O)CC2SC(N3CCCC3)=NC2=O)cc1 (stereo not given),4,0
CCC1(c2ccc(F)cc2)NC(=O)N(CC(=O)N2CC(=O)Nc3ccccc32)C1=O (stereo not given),0,14
CCc1ccc(N2CC(C(=O)OCc3csc(CC(=O)Nc4ccccc4C)n3)CC2=O)cc1 (stereo not given),-1,-4
CN1[C@@H]2CC[C@H]1CC(OC(=O)C(O)c1ccccc1)C2 (stereo not given in full),1,5
CN(C(=O)CN1C(=O)NC(C)(CCc2ccccc2)C1=O)c1ccccc1 (stereo not given),-1,-3
CCOc1ccc(CCNC(=O)c2cccc(S(=O)(=O)N3CCN(C(C)=O)CC3)c2)cc1OCC,0,5
COc1ccc(NS(=O)(=O)c2cccc(C(=O)N3CCN(c4ccccc4O)CC3)c2)cc1,7,3
O=C(COC(=O)COc1ccc(Cl)cc1Br)NC1CC1,0,0
O=C(COC(=O)CC1CC2CCC1C2)NCc1ccc(Cl)cc1 (stereo not given),10,4
CN(CC(=O)NCc1ccco1)CC(=O)Nc1c(Cl)cccc1Cl,5,-3
Cc1noc(C)c1NC(=O)Nc1ccc2c(c1)C(=O)N([C@H](C)CO)C[C@H](C)[C@H](CN(C)C)O2,2,4
COc1ccc(COc2cccc(C=O)c2)cc1,1,-2
O=C(c1ccc(-c2ccc([N+](=O)[O-])cc2)o1)N1CCCC(C(F)(F)F)C1 (stereo not given),1,-1
Cn1c(SCC(=O)Nc2ccc(N3CCOCC3)cc2)nnc1C(F)(F)F,-1,8
O=C(CCC(=O)N1CCOCC1)NCCc1ccccc1,7,2
Cc1cccc(NC(=O)CSCC(=O)N(C)Cc2c(F)cccc2Cl)c1,7,2
CC1CCCCC12NC(=O)N(CC(=O)OCc1c(F)cccc1Cl)C2=O (stereo not given),0,5
CC(C)(C)NC(=O)N1CCN(S(=O)(=O)c2ccc3c(c2)CCC3)CC1,0,-6
Cc1ccc(NC(=O)COC(=O)c2ccco2)cc1S(=O)(=O)N1CCOCC1,6,4
Cc1nn(-c2ccccc2)c(Cl)c1C(=O)NNC(=O)c1ccccc1O,0,6
O=C(Nc1ccccc1N1CCCCC1)c1cc(S(=O)(=O)N2CCOCC2)ccc1Cl,3,4
